GALK inhibitor: blocks human galactokinase activity. P51570. Purified GALK, Kinase-Glo residual ATP luminescence. Potency, µM (top dose mostly 57.5 µM), inactives show top-dose activity change, negative = inhibition, hits mostly inhibitors. 0.007% of 270,000 active. AID 1868; further: potency means the concentration at half of the fitted maximal effect
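Compounds were pin-transferred into ATP buffer (35 uM final), then GALK plus galactose (5 nM, 100 uM final) was added. After 1 h at room temperature, Kinase-Glo Plus was added and luminescence read after 10 min.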
Giardia killer: Giardia lamblia killing | Giardia lamblia trophozoite viability | activity change, % at 7.66 µM, hits read low | 0.15% of 340,000 active; in the data active means activity change below about -80%; inconclusive means between about -30% and that limit;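 further: parasites exposed to compound for two days anaerobically before the ATP read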
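Giardia lamblia trophozoites (100 cells/well) were incubated with compounds for 48 h at 37 deg C under anaerobic conditions. Viability was read as ATP content by one-step luminescence after 15-30 min at room temperature.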
uPA generation: inhibitors of cell surface uPA generation. cell surface uPA generation assay, qHTS. Potency, µM (highest dose often 38.3 µM), inactives show at the top dose activity change, negative = inhibition, hits mostly inhibitors. 0.31% of 330,000 active; active means well fitted inhibition curve with a large enough effect; inconclusive means small, poorly fitted or top-dose-only effect; inactive means no such curve, though single readings can be large or run the other way; tested in mouse RAW 264.7 cells; further: potency means the concentration at half of the fitted maximal effect; nearly all actives have a fitted effect of over 55% in size
Coupling enz: counter-screen for Giardia aldolase inhibitors: coupling enzyme system; coupling enzyme system counterscreen, AmpLite Red fluorescence; activity change, negative = inhibition, % at 58.2 µM, hits read low; 0.67% of 290,000 active; AID 2472; in the data active means activity change below about -30%
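First, compound is pin-transferred into glyceraldehyde-3-phosphate coupling-enzyme reagent at 57.5 uM final and held 10 min at RT. Next, substrate, coupling system and AmpLite Red are added. After 20 min RT, fluorescence (525/598 nm) is read.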
KCNH2 WT inh: blocks the wildtype human KCNH2 potassium channel; Q12809; U2OS, BacMam KCNH2, thallium flux FluxOr; stronger effect = lower value; activity change, % at 1.84 µM; 0.37% of 340,000 active;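 active means maximum activity change below -70%; inconclusive means maximum activity change between -70% and -50%; inactive means maximum activity change above -50%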
Target sequence (Q12809 whole entry, looked up): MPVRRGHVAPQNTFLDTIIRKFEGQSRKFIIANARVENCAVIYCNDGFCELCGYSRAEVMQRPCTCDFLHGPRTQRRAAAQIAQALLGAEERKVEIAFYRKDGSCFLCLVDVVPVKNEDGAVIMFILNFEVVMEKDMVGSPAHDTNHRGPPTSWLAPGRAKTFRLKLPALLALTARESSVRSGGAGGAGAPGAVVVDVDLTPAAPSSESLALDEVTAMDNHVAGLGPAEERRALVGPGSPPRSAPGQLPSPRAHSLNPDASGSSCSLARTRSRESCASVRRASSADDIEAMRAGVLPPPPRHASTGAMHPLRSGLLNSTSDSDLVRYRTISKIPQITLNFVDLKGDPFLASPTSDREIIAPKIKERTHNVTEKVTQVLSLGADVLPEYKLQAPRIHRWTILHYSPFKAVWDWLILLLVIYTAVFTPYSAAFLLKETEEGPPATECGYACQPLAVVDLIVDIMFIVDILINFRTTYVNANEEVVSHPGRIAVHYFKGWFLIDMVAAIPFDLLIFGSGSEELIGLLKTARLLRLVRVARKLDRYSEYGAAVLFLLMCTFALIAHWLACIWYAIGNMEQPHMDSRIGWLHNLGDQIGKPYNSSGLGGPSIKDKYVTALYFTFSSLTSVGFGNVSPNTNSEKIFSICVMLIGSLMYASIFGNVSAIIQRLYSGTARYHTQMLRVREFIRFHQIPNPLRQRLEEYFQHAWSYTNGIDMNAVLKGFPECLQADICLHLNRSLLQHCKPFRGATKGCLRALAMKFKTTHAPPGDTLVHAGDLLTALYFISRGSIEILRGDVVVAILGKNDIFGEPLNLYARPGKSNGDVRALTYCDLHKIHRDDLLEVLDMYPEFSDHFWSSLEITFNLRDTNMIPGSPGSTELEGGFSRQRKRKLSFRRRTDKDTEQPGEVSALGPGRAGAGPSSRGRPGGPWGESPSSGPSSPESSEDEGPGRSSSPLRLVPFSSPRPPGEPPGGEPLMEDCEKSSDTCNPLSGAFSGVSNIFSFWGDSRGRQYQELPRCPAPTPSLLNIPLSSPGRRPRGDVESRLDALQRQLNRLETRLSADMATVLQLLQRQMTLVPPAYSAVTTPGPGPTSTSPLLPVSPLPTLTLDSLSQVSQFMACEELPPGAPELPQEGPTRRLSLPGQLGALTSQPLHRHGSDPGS
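U2OS cells were transduced with wild-type KCNH2 virus (2.03 x 10^8 / mL) for 4 h at room temperature, then cultured overnight at 37 C. Thallium flux was read with FluxOr dye. Rate constants were normalized to DMSO controls.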
PKM2 activator: PKM2 (human) enzyme activation; purified PKM2, Kinase-Glo ATP luminescence, activation; response scale: 0% is enzyme alone, no compound; Potency, µM (titrated, usually from 57.5 µM), for the others: top-dose activation, actives largely listed as activators; 0.34% of 260,000 active; AID 1631; further: potency means the concentration at half of the fitted maximal effect; nearly all actives have a fitted effect of over 55% in size
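Kinase-Glo luminescence reports ATP generated from ADP (0.1 mM) and PEP (0.5 mM) by purified hPK-M2 after 1 h at room temperature, pH 7.2 imidazole buffer; intermediate enzyme activity allows detecting inhibitors and activators.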
B2AR arrestin: recruits beta-arrestin to the human beta2-adrenergic receptor | P07550 | 0.02% of 330,000 active | beta-arrestin recruitment to beta2AR, cell-based reporter | AID 492947 | Potency, µM (top dose mostly 46.1 µM), without a hit: at the highest dose activation, hits mostly activators;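 further: potency means the concentration at half of the fitted maximal effect; 0% = DMSO controls and full agonism = EC100 isoproterenol or metaproterenol; nearly all actives have a fitted effect of over 65% in size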
Eya2 phos inh: blocks the phosphatase activity of human Eya2. O00167. Potency, µM (doses to about 76.9 µM), without a hit: top-dose activity, negative = inhibition, most hits filed as inhibitors. recombinant Eya2, OMFP fluorescence dephosphorylation (OMFP is methylfluorescein phosphate). 0.006% of 330,000 active; further: potency means the concentration at half of the fitted maximal effect
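Eya2 (0.2 uM) preincubated 10 min at ambient with compound, then OMFP substrate added at 50 uM; 10 min reaction in 50 mM HEPES pH 7.5, 50 mM NaCl, 5 uM MgCl2, 0.05% BSA, 1 mM DTT. Fluorescence read at Ex 485/Em 525 nm.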
USP2a block: blocks human ubiquitin-specific protease USP2a | O75604 | USP2 core, Ub-CHOP2 coupled fluorogenic reporter, 485/531 | Potency, µM (highest dose often 38.3 µM), without a hit: at the highest dose activity change, negative = inhibition, usual class: inhibitors | 0.01% of 330,000 active;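 further: potency means the concentration at half of the fitted maximal effect; plate controls were DMSO wells for no effect and full inhibition by NEM control for full effect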
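Deubiquitinase activity read as fluorescence (485/531 nm) after Ub-CHOP2 cleavage activates the enterokinase reporter on its substrate; USP2 core 10nM, Ub-CHOP2 and substrate 25nM each, 30min compound preincubation then 60min RT; data normalized to NEM, curves fitted.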
KCNH2 3.1 inh: blocks the human KCNH2 3.1 channel isoform; U2OS KCNH2 3.1, thallium flux FluxOr; stronger effect = lower value; activity change, % (tested at about 1.8 µM); 0.95% of 340,000 active; AID 720553;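 active means maximum activity change below -70%; inconclusive means maximum activity change from -70% to -50%; inactive means maximum activity change above -50%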;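 further: thallium influx rate constant from kinetic fluorescence after stimulation buffer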
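Thallium flux read-out: FluxOr dye with Red40 quencher in HBSS/HEPES, 45 min at RT. Rate constants from kinetic reads were normalized to positive and negative DMSO controls. Cells: U2OS virally expressing the 3.1 isoform.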
BCR signal inh: inhibitors of chronic active B-cell receptor signaling; ABC-DLBCL IkBa-CBG/CBR reporter, luminescence ratio, 4 h; Potency, µM (doses to about 46.1 µM), inactives show at the top dose ratio change, negative = lower green/red ratio, usual class: inhibitors; 0.05% of 340,000 active; active means well fitted inhibition curve with a large enough effect in the signal ratio, with a control signal flat, not every such curve was filed as active; inconclusive means small, poorly fitted or top-dose-only effect, or effect the other way, or a change in a side signal; the % refers to the signal ratio;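 further: potency means the concentration at half of the fitted maximal effect; plate controls were basal doxycycline-induced cells for no effect and cells given 10 µM MG132 for full effect; MG132 reads +100%, hits lower the ratio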
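Concentration-response series (up to 46 uM) were applied to TMD8 dual-reporter cells for 4 h at 37C with doxycycline. Green/red ratio, after filter-overlap correction, defined %Activity; red signal alone was normalised to basal cells and zero luminescence.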
Starred values were filed as active, the others as inactive; ? = inconclusive; / = not tested or not shown; & = joins results of further samples; [ ] = dose if it differs, or a comment. Unless noted, the call rests on the fitted dose curve; in most records, active means well fitted curve in the direction sought with a large enough effect; inconclusive means small, poorly fitted or top-dose-only effect, or another doubt; inactive means no such curve, though single readings can be large; an effect the other way counts as inactive or inconclusive. Unless noted, on the % scale 0 is the no-effect control and ±100 the full control effect.

#1 COc1ccc(N2CCN(CC(=O)N3c4ccccc4CC3C)CC2)cc1 (configuration not stated)
#2 CNC(=O)/C(C#N)=C\c1ccc(CNS(=O)(=O)c2ccccc2)o1
#3 COc1ccc(OC)c(CC(=O)NC(c2ccccc2)c2ccccc2)c1
#4 Cc1ccccc1NC(=O)COC(=O)CN1C(=O)NC(C)(C)C1=O
#5 O=C(CCN1C(=O)COc2ccccc21)NCCN1CCc2ccccc2C1
#6 CC(C)C[C@H](NC(=O)c1[nH]cnc1C(=O)N[C@@H](C)C(=O)OCc1ccccc1)C(=O)OC(C)(C)C
assay / compound	1	2	3	4	5	6
GALK inhibitor	/	1%	0%	0%	-1%	/
Giardia killer	9	-3	-4	-8	4	-7
uPA generation	0%	7%	-5%	-2%	7%	-9%
Coupling enz	-1	-1	0	-1	-2	-8
KCNH2 WT inh	4	-4	1	1	-10	2
PKM2 activator	/	4%	/	4%	-1%	2%
B2AR arrestin	0.0%	-0.1%	0.2%	-0.1%	0.0%	-1.1%
Eya2 phos inh	-21%	2%	13%	12%	-17%	-10%
USP2a block	4%	4%	3%	1%	-1%	-8%
KCNH2 3.1 inh	2	3	11	-31	0	-16
BCR signal inh	-6%	-8%	4%	?	-7%	11%

#7 Cc1ccc(-c2nnc(SCC#CCOC(=O)c3cccs3)o2)cc1
#8 Cc1noc(C)c1CSCC(=O)Nc1nc2ccc(S(C)(=O)=O)cc2s1
#9 COc1ccc(-n2ncc(N(C)n3cccc3)c(Cl)c2=O)cc1
#10 COc1ccc(CNC(=O)COC(=O)CCC(=O)c2cccs2)cc1
#11 NC(=O)c1cc(Cc2ccccc2)sc1NC(=O)c1ccco1
#12 Cc1nc(N2CCOCC2)nc(N2CCC(C)CC2)c1[N+](=O)[O-]
assay / compound	7	8	9	10	11	12
GALK inhibitor	-1%	/	2%	-1%	-1%	3%
Giardia killer	0	-4	-11	-29	-4	8
uPA generation	0%	2%	-7%	0%	/	-2%
Coupling enz	-3	/	-1	-1	0	0
KCNH2 WT inh	0	-4	-8	5	-19	-1
PKM2 activator	4%	/	9%	3%	-8%	-13%
B2AR arrestin	0.1%	6.1%	0.2%	-0.2%	-0.1%	-0.3%
Eya2 phos inh	-2%	9%	-5%	1%	12%	13%
USP2a block	1%	-1%	-2%	-1%	2%	0%
KCNH2 3.1 inh	2	6	0	-10	/	37
BCR signal inh	-25%	-7%	?	?	11%	-2%

In the list so far, these contain nitrogen in an aromatic ring.
#6 CC(C)C[C@H](NC(=O)c1[nH]cnc1C(=O)N[C@@H](C)C(=O)OCc1ccccc1)C(=O)OC(C)(C)C
#7 Cc1ccc(-c2nnc(SCC#CCOC(=O)c3cccs3)o2)cc1
#8 Cc1noc(C)c1CSCC(=O)Nc1nc2ccc(S(C)(=O)=O)cc2s1
#9 COc1ccc(-n2ncc(N(C)n3cccc3)c(Cl)c2=O)cc1
#12 Cc1nc(N2CCOCC2)nc(N2CCC(C)CC2)c1[N+](=O)[O-]
assay / compound	6	7	8	9	12
GALK inhibitor	/	-1%	/	2%	3%
Giardia killer	-7	0	-4	-11	8
uPA generation	-9%	0%	2%	-7%	-2%
Coupling enz	-8	-3	/	-1	0
KCNH2 WT inh	2	0	-4	-8	-1
PKM2 activator	2%	4%	/	9%	-13%
B2AR arrestin	-1.1%	0.1%	6.1%	0.2%	-0.3%
Eya2 phos inh	-10%	-2%	9%	-5%	13%
USP2a block	-8%	1%	-1%	-2%	0%
KCNH2 3.1 inh	-16	2	6	0	37
BCR signal inh	11%	-25%	-7%	?	-2%

Other compounds:
#13 COc1ccccc1OC(=O)CCN1c2ccccc2Sc2ccccc21
#14 COc1ccc(NC(=S)Nc2ccccc2)cc1
#15 O=C(Nc1nnc(C2CC2)s1)c1cc(Cl)sc1Cl
#16 O=C(c1ccccc1NS(=O)(=O)c1cccs1)N1CCCC1
#17 COc1cc(NC(=O)c2cccs2)ccc1NC(=O)c1cc2ccccc2o1
#18 CCN(CC)CCNC(=O)CNC(=O)c1nn(-c2ccc(OC)c(OC)c2)c(=O)c2ccccc12
assay / compound	13	14	15	16	17	18
GALK inhibitor	-2%	-3%&5%	-5%	0%	0%	1%
Giardia killer	5	-3&3	-4	-3	11	4
uPA generation	1%	-2%&-3%	-1%	1%	17%	2%
Coupling enz	-1	1&-4	/	-18	0	1
KCNH2 WT inh	-4	1&-7	0	0	6	-7
PKM2 activator	-1%	8%[11.5 µM]	-4%	2%	2%	/
B2AR arrestin	-0.3%	-1.1%&-0.3%	-0.7%	0.1%	0.0%	0.1%
Eya2 phos inh	-24%	12%&6%	-2%	4%	-13%	-13%
USP2a block	-1%	0%&5%	5%	3%	-3%	4%
KCNH2 3.1 inh	-28	1&4	-4	0	-7	4
BCR signal inh	0%	?	-1%	-1%	-1%	0%

#19 Cc1c(S(=O)(=O)Nc2ccc3c(c2)OCCO3)cnn1C
#20 COc1ccc(NC(=O)Nc2ccc(F)c(Cl)c2)cc1
#21 CCCNC(=O)C1CCN(c2nc(C)cc(C)n2)CC1
#22 COC(=O)C(NC(=O)c1cccnc1Cl)C(C)C (configuration not stated)
#23 COc1cc(NC(=O)c2ccco2)ccc1NC(=O)C(C)C
#24 O=C(N/N=C/c1ccco1)c1cc(C2CC2)[nH]n1
assay / compound	19	20	21	22	23	24
GALK inhibitor	5%	9%	1%	1%	0%	0%
Giardia killer	-11	-6	-17	-25	0	-8
uPA generation	2%	-9%	-3%	-2%	-1%	-9%
Coupling enz	1	1	1	1	2	1
KCNH2 WT inh	3	/	11	-120*	-11	1
PKM2 activator	-1%	/	-1%	-2%	-7%	-10%
B2AR arrestin	0.0%	0.1%	0.1%	-0.3%	-0.1%	-0.3%
Eya2 phos inh	-7%	2%	5%	-6%	15%	6%
USP2a block	2%	1%	-3%	9%	-1%	1%
KCNH2 3.1 inh	0	18	10	8	-5	12
BCR signal inh	3%	?	-6%	?	16%	?

#25 CCc1noc(C)c1C(=O)NNC(=O)COc1ccc(C)c(C)c1
#26 O=C(NCc1csc(-c2cccs2)n1)Nc1cccc(Cl)c1
#27 Cc1ccc(-c2nn(CCC(=O)NC(C)C)c(=O)c3ccccc23)cc1
#28 COc1ccccc1C(=O)NCCCN1CCCC1=O
#29 O=C(NCC(c1ccco1)N1CCCC1)c1cccc(S(=O)(=O)N2CCOCC2)c1 (configuration not stated)
#30 CCOC(=O)N1CCC2(CC1)C(C#N)=C(N)Oc1n[nH]c(CSc3ccc(C)cc3)c12
#31 C#CC(C)(C)NC(=S)NC1CC2C=CC1C2 (configuration not stated)
#32 Cc1cc(C)c(-c2cc(NC(=O)CSc3n[nH]c(N)n3)n(-c3ccccc3)n2)cc1C
#33 CC(=O)c1ccc(-c2ccc(C(=O)NCC(c3ccco3)N(C)C)o2)cc1 (configuration not stated)
assay / compound	25	26	27	28	29	30	31	32	33
GALK inhibitor	/	-1%	5%	3%	/	-3%	/	-1%	/
Giardia killer	5	-11	-24	4	-2	-12	2	2	8
uPA generation	-1%	1%	3%	/	17%	-9%	-2%	1%	-6%
Coupling enz	/	2	0	-1	/	5	-2	4	/
KCNH2 WT inh	6	0	27	0	15	8	2	-7	3
PKM2 activator	/	-3%	/	-16%	/	8%	-2%	0%	/
B2AR arrestin	-0.1%	1.0%	0.0%	0.0%	0.1%	-0.3%	-0.4%	0.4%	-0.9%
Eya2 phos inh	4%	4%	-14%	9%	-9%	-22%	9%	10%	6%
USP2a block	3%	9%	-1%	-1%	-2%	-11%	-1%	-9%	1%
KCNH2 3.1 inh	-1	11	-5	3	-26	-11	-6	8	7
BCR signal inh	-6%	?	-3%	2%	-5%	-1%	1%	7%	0%

2 compounds picked at random from those above:
#29 O=C(NCC(c1ccco1)N1CCCC1)c1cccc(S(=O)(=O)N2CCOCC2)c1 (configuration not stated)
#25 CCc1noc(C)c1C(=O)NNC(=O)COc1ccc(C)c(C)c1
assay / compound	29	25
GALK inhibitor	/	/
Giardia killer	-2	5
uPA generation	17%	-1%
Coupling enz	/	/
KCNH2 WT inh	15	6
PKM2 activator	/	/
B2AR arrestin	0.1%	-0.1%
Eya2 phos inh	-9%	4%
USP2a block	-2%	3%
KCNH2 3.1 inh	-26	-1
BCR signal inh	-5%	-6%

From PubChem BioAssay
